Source: PubChem
FBW7 act – activators of human E3 ligase FBW7. AlphaScreen FBW7–phospho-cyclin E peptide binding, activator screen. normalized activity (activation), % at 26.1 µM. Q969H0. 650,000 compounds, 0.13% hits; in the data active means normalized activity above about 1.9%;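 further: purified mutant Fbw7 with reduced substrate affinity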
GPR151 activ – human GPR151 activation | PathHunter beta-arrestin GPR151 cells, luminescence | activation, % at 11.2 µM | AID 1508602 | 650,000 compounds, 1% hits | Q8TDV0; in the data active means activation above about 4.9%;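 further: 0% = median of compound wells and 100% = cells with positive control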
Target sequence (Q8TDV0 whole entry, looked up): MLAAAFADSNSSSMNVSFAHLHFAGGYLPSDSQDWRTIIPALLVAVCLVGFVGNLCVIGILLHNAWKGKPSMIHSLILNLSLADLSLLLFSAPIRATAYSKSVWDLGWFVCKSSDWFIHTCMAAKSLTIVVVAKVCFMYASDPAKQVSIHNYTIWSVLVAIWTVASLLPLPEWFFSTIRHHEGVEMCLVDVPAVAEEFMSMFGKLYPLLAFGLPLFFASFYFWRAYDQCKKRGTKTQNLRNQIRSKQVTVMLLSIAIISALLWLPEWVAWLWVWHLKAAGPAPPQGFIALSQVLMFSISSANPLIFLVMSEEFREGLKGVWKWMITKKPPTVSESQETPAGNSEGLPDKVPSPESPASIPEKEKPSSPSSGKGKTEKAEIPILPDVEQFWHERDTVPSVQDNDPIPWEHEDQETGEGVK
MITF inh – blocks human microphthalmia-associated transcription factor | O75030 | AlphaScreen MITF homodimerization, bead proximity signal | inhibition, % at 2.6 µM | 650,000 compounds, 0.91% hits | AID 1259374; in the data active means inhibition above about 50%;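 further: 0% = vehicle wells with protein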
Target sequence (O75030 whole entry, looked up): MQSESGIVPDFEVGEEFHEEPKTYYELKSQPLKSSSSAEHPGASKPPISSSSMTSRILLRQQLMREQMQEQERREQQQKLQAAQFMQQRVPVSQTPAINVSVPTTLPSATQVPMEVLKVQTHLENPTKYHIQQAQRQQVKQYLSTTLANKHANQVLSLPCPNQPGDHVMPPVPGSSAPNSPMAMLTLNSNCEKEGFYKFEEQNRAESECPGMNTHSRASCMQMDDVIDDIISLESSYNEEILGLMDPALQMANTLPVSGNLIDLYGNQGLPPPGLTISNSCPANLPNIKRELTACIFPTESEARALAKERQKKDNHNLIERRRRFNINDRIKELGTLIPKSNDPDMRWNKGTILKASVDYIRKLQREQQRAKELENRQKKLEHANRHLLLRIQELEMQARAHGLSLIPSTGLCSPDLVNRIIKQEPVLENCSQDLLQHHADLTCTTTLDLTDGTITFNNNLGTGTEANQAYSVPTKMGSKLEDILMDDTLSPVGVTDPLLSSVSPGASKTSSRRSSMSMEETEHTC
TEAD-YAP inh – TEAD-YAP interaction inhibition; 640,000 compounds, 1.4% hits; HEK-TIYL cells, TEAD-Gal4/YAP UAS-luciferase luminescence; inhibition, % at 9.12 µM; in the data active means inhibition above about 32%;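 further: 0% = median of test compound wells and 100% = reference inhibitor wells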
The depositor's hits bear a star; . = not tested or not shown.

SMILES	FBW7 act	GPR151 activ	MITF inh	TEAD-YAP inh
CC(C)c1nc(C(N)=O)c2[nH]c(=O)n(-c3cccc(Cl)c3)c2n1	0.2	-1.7	-14.3	-2.3
CCOC(=O)c1c(NC(C)=O)sc(CC)c1-c1ccccc1	-0.1	-0.2	-8.9	0.0
N#C/C(=C/c1ccc([N+](=O)[O-])cc1)C(=O)Nc1ccccc1I	0.2	0.0	9.8	-8.8
CC(C)OC(=O)c1cc2cc(Br)cc(Br)c2oc1=O	-0.1	0.5	5.0	4.1
Cc1nn(C)c(C)c1CN(C(=O)CCc1nnc(Cc2c[nH]c3ccccc23)o1)C(C)C	0.3	-0.4	8.4	1.7
O=C(Nc1cc(Cl)cc(Cl)c1)c1ccccc1Br	0.5	-1.8	-23.7	-5.6
COc1ccc2c(c1)CC(C(=O)Nc1ccc(-c3ccnc(N)n3)cc1OCCN(C)C)CO2 (stereo not given)	0.0	-0.9	3.3	6.4
COc1ccc(C(=O)OCC(=O)c2cc(C)n(CC3CCCO3)c2C)c(OC)c1 (stereo not given)	0.2	-0.6	3.2	-4.0
CC(C)CN1C(=O)CC(Sc2ccccc2C(=O)O)C1=O (stereo not given)	-0.4	3.0	1.9	-18.7
CN1CCN(CC(=O)Nc2c3c(nc4c2CCC4)CCCC3)CC1	-0.1	-0.5	74.3*	2.9
CCOc1c(Cl)cc(CNCc2ccccc2)cc1OC	0.1	5.2*	11.4	-13.4
CCCCC(=O)N1CCc2cc(OC)c(OC)cc2C1COc1cccc(C(F)(F)F)c1 (stereo not given)	0.1	-1.3	3.8	-4.6
O=C(NCc1ccccc1)Nc1ccc2c(c1)CCCN2C(=O)C1CC1	0.2	1.6	-0.9	6.7
Cc1ccc(-c2noc(C3CCCN(S(C)(=O)=O)C3)n2)cc1 (stereo not given)	0.0	-0.2	8.0	-20.7
Cc1cccc(NC(=O)CCN2CCCC2)c1	-0.2	-0.1	-2.9	1.4
Cc1cccc(C(=O)NCc2nnc(SCC(=O)N3N=C(c4cccs4)CC3c3ccc(F)cc3)n2CCc2ccccc2)c1 (stereo not given)	0.6	-1.6	2.0	-2.6
Cc1ccc(-c2nc(C=Nc3ccc(F)c(Cl)c3)c(O)o2)cc1	0.1	1.0	9.1	8.2
COc1cc(C(=O)OCC(=O)NC(=O)NC(C)(C)C)c([N+](=O)[O-])cc1OC	0.1	0.2	2.9	10.7
Cc1ccc(CNC(=O)CCCn2c(=S)[nH]c3ccc(Br)cc3c2=O)cc1	-0.1	-0.7	10.0	-3.1
Cc1occc1C(=O)Nc1ccc(S(=O)(=O)NC23CC4CC(CC(C4)C2)C3)cc1	1.0	0.8	17.3	4.3
O=C(C1CCCO1)N1CCCC(c2ncncc2-c2ccncc2)C1 (stereo not given)	-0.1	1.0	-10.1	-12.5
COc1cc(OC)cc(C(=O)N2CCN(Cc3c[nH]c4ccccc34)CC2)c1	0.2	-0.6	16.3	6.6
CC1=NNC(=O)C1CC1C(=O)NN=C1C (stereo not given)	-1.8	-0.7	-16.0	-7.7
COc1ccc(S(=O)(=O)Nc2ccc(NC(=O)c3ccccc3)cc2)cc1	0.0	-0.9	-2.7	-5.0
COC(=O)c1cc(C(=O)c2cc(F)ccc2O)cn2c(=O)c3c(C)c(C)sc3nc12	0.3	-0.9	6.6	-0.6
Cc1ccc(NC(=O)CN(c2ccc3c(c2)OCO3)S(C)(=O)=O)cc1	-0.1	0.0	-7.0	-3.2
CCOC(=O)C1=C(C)N(C)C(=O)NC1c1ccc(O)c(OCC)c1 (stereo not given)	0.1	2.3	-0.3	6.3
C/C(=N\NC(=O)COc1ccc(Cl)cc1Cl)c1ccco1	0.0	-0.2	-1.1	8.5
O=C(NCCc1nnc2n1CCN(Cc1ccc(-c3ccccc3)cc1)CC2)c1ccco1	-0.6	1.1	6.3	-22.0
O=C1NN(c2ccccc2)C(=O)/C1=C/c1cccc2ccccc12	0.1	-0.7	15.0	-5.3

Record cards, from the list above. Values in the order: FBW7 act, GPR151 activ, MITF inh, TEAD-YAP inh
Record of `COC(=O)c1cc(C(=O)c2cc(F)ccc2O)cn2c(=O)c3c(C)c(C)sc3nc12` → 0.3, -0.9, 6.6, -0.6
Record of `CCCCC(=O)N1CCc2cc(OC)c(OC)cc2C1COc1cccc(C(F)(F)F)c1` (stereo not given) → 0.1, -1.3, 3.8, -4.6
Record of `Cc1ccc(-c2noc(C3CCCN(S(C)(=O)=O)C3)n2)cc1` (stereo not given) → 0.0, -0.2, 8.0, -20.7
Record of `Cc1ccc(NC(=O)CN(c2ccc3c(c2)OCO3)S(C)(=O)=O)cc1` → -0.1, 0.0, -7.0, -3.2

More results follow.
SMILES	FBW7 act	GPR151 activ	MITF inh	TEAD-YAP inh
CCC(C)Nc1nc2c(c(=O)n(C)c(=O)n2C)n1C(C)C (stereo not given)	-0.3	0.7	-6.4	-11.4
C[C@@H]1NC(=O)[C@@H]2C[C@H](NCc3cccs3)CN2C1=O	0.0	0.2	-7.0	-4.6
O=C(c1ccc(Sc2ccc(Br)cc2)c([N+](=O)[O-])c1)N1CCN(Cc2ccccc2)CC1	0.0	-1.4	19.9	-0.5
O=C(CSc1ncn[nH]1)NCCOc1ccccc1	-0.1	-0.9	-5.6	-14.7
CC(Sc1nnnn1-c1ccccc1)C(=O)NN (stereo not given)	-0.1	0.3	-10.5	6.4
COc1cc(CNc2ccccc2F)cc(OC)c1	0.1	0.1	11.4	-2.2
Cc1ccc(C(=O)Nc2sc3c(c2C(=O)N(C)C)CCCCC3)cc1	-0.2	0.6	-7.0	-7.5
CCOc1ccc(C(C)(N)CC(=O)OC)cc1 (stereo not given)	0.1	-0.9	1.2	2.2
COc1ccc2oc(=O)c(C(=O)Nc3cccc4ccccc34)cc2c1	0.0	-0.3	9.1	-4.6
c1ccc(-c2cc(Nc3ncccn3)nc(-c3ccccn3)n2)cc1	-0.4	1.1	23.6	9.8
C=CCN1C(=O)C(Cc2ccc(SC(F)F)cc2)SC1=Nc1ccc(C(=O)O)cc1 (stereo not given)	-0.1	2.0	3.1	8.9
COc1ccc(C2=NN(S(=O)(=O)c3ccc(C)cc3)C(c3ccccc3OC)C2)cc1OC (stereo not given)	0.0	-0.5	-4.4	-2.6
Cc1ccc(NC(=O)c2cc3c(CO)cnc(C)c3oc2=Nc2ccccc2F)cc1	-0.1	1.0	-7.7	4.8
NS(=O)(=O)c1ccc(CCNC(=O)CSc2nc3ccsc3c(=O)n2Cc2ccccc2)cc1	0.4	1.1	13.7	10.8
Cc1cccc(NC(=O)CSc2nc3n[nH]c(C)c3c(=N)n2-c2cccc(Cl)c2)c1	-0.1	-1.0	-0.8	-0.3
O=C(CSCc1ccccc1Cl)Nc1ccc(C(=O)Nc2nccs2)cc1	0.1	-1.9	5.2	25.9
COc1ccc(/C=N/NS(=O)(=O)c2ccc(C)c([N+](=O)[O-])c2)c(OC)c1	-0.2	-0.6	5.4	2.3
c1ccc(CNc2nc(-c3cccs3)nc3nc[nH]c23)cc1	-0.1	-1.0	13.4	9.6
O=C1c2ccccc2C(=O)N1OCCOCCOCCBr	0.5	0.3	29.2	-11.9
CC(C)(C)CN1CCNC(=O)C1CC(=O)N1CCCN(Cc2ccccn2)CC1 (stereo not given)	-0.2	-1.1	37.0	-8.0
O=C(NCc1cccc(C(F)(F)F)c1)c1csc(NCCCN2CCCC2=O)n1	0.3	-2.0	9.1	3.0
CSc1sc(C)cc1C1C(C(=O)Nc2c(F)cccc2F)=C(C)NC2=C1C(=O)CCC2 (stereo not given)	0.0	-0.4	-4.8	18.1
N#C/C(=C\c1ccc([N+](=O)[O-])cc1)C(=O)N1CCCC1	0.0	0.2	-6.5	-7.4
O=C(CCc1ccc(S(=O)(=O)NCCc2ccccc2)cc1)NCc1ccccc1	-0.2	0.0	3.5	7.7
CC(=O)c1ccc(NC(=O)C(CC(C)C)N2C(=O)c3ccccc3C2=O)cc1 (stereo not given)	0.2	0.9	1.8	-45.2
CCOC(=O)c1c(C)c(C(=O)NCCCc2ccccc2)c(C)n1CC	0.1	-0.7	18.1	-17.1
COc1ccc(C)cc1NC(=O)CCS(=O)(=O)c1ccc2c(c1)OCC(=O)N2	0.2	-0.6	13.5	5.4
CCOC(=O)C1=C(C)NC(=O)NC1c1cc(OCC)c(O)c([N+](=O)[O-])c1 (stereo not given)	0.0	-0.2	5.2	-8.4
Cc1cc(NC(=O)CNCC2CCCO2)no1 (stereo not given)	-0.2	-0.4	54.5*	8.5
COC(=O)CSc1nc2sc3c(c2c(=O)n1-c1ccc(OC)cc1)CC(C)(C)OC3	0.0	-1.1	3.2	-2.6
Cc1ccc(/C(O)=C2\C(=O)C(=O)NC2c2ccccc2)cc1 (stereo not given)	0.0	-1.8	6.7	-7.5
COc1ccc(CNC(C)c2ccccc2)cc1Cl (stereo not given)	-0.1	-1.1	-13.7	-0.7
COc1ccc(NC(=O)C(NC(=O)CC2NC(=O)NC2=O)c2ccccc2)cc1 (stereo not given)	0.1	0.3	0.6	-0.4
CC1=C(C(=O)Nc2cccc(C(F)(F)F)c2)C(c2ccc(N(C)C)cc2)C2=C(CC(C)(C)CC2=O)N1 (stereo not given)	0.0	0.6	-4.0	11.6
CCOC(=O)COc1ccc(C(=O)CC)cc1OC	0.1	0.3	5.4	4.3
C[C@H]1O[C@@H](O[C@H]2[C@@H](O)C[C@H](O[C@H]3[C@@H](O)C[C@H](O[C@H]4CC[C@@]5(C)[C@H](CC[C@@H]6[C@@H]5C[C@@H](O)[C@]5(C)[C@@H](C7=CC(=O)OC7)CC[C@]65O)C4)O[C@@H]3C)O[C@@H]2C)C[C@H](O)[C@@H]1O	0.1	0.2	7.7	.
CCN(C(C)=O)c1nc(CSc2nnc(NC(C)C)s2)cs1	0.0	0.8	-1.2	4.2
COCCCNC(=O)Cn1nc(-c2cccc(OC)c2)ccc1=O	-0.1	-0.2	7.2	-5.2
O=[N+]([O-])c1ccc2nc(N3CCN(Cc4ccccc4Cl)CC3)sc2c1	-0.1	-0.1	-17.5	-14.8
COc1ccc(C2/C(=C(\O)c3ccc(Cl)cc3)C(=O)C(=O)N2c2nnc(C)s2)cc1 (stereo not given)	0.2	-1.6	18.9	11.6
COc1ccc(C2=NN(c3nc(-c4ccccc4)c4cc(Cl)ccc4n3)C(c3cn(-c4ccccc4)nc3-c3ccccc3)C2)cc1 (stereo not given)	0.0	1.8	0.2	-2.9
CCOC(=O)C(Cc1ccccc1)NC(=O)CNC(C)=O (stereo not given)	-0.4	0.5	-2.9	5.8
CC(NC(=O)C1C2CC3CC(C2)CC1C3)C(=O)NC(CCC(N)=O)C(=O)O (stereo not given)	-0.1	1.6	0.0	-1.0
COc1cc(Cn2ncc3cccn3c2=O)cc(OC)c1OC	0.1	0.2	6.6	10.7
Cc1ccc(CN2C(=O)CSc3ccc(C(=O)NCCc4ccccc4)cc32)cc1	0.1	1.2	7.0	-10.8
Oc1c(C(c2ccccc2)N2CCC3(CC2)OCCO3)sc2ncnn12 (stereo not given)	0.2	-0.4	10.4	11.6
COc1cc(/C=N/Nc2nc3c(c(=O)n(C)c(=O)n3C)n2C)cc(OC)c1OC	-0.1	-0.3	-5.8	5.7
COc1ccc(NC(=O)CSc2nnc(-c3cccnc3)n2-c2ccccc2C)cc1	0.2	-0.2	16.3	5.5
O=C(Cn1cnc2sc3c(c2c1=O)CCCC3)Nc1c(F)cccc1F	-0.1	-1.3	-8.5	-0.5
N#C/C(=C\c1ccco1)C(=O)Nc1ccccc1F	2.1*	-1.3	22.4	-38.6
CC1(C(=O)O)CCC(C(=O)Nc2cccc(Cl)c2)C1(C)C (stereo not given)	0.1	0.8	-3.2	-0.6
CC(=O)Nc1ccc(S(=O)(=O)Nc2cc(Cl)cc(Cl)c2)cc1	-0.1	0.8	-5.2	5.7
CCOC(=O)c1sc2ncnc(NCc3ccc(F)cc3)c2c1C	-0.3	-1.7	-0.4	-3.3
Cc1cc(S(=O)(=O)N2CCCC(C(=O)c3ccc4c(c3)OCO4)C2)c(C)s1 (stereo not given)	0.0	-1.3	3.8	0.6
CC(=O)c1cccc(-c2cnn3c(NCCc4ccccn4)ccnc23)c1	-0.2	-0.5	10.9	-37.3
CN(C)/C=N/c1nc(-c2ccccc2)c(C(=O)Nc2cccc(C(F)(F)F)c2)s1	0.1	0.7	0.0	-3.6
COc1cc(OC)cc(-c2cc(NC(C)=O)n[nH]2)c1	-0.3	1.4	8.9	-1.3
CCOC(=O)c1sc2nc(CN3CCC(C(=O)OC)CC3)[nH]c(=O)c2c1C	0.3	3.6	0.1	2.4
COc1ccc(N=C2NC(=O)/C(=C\c3ccc(OCc4ccccc4)c(OC)c3)S2)cc1	0.0	-0.3	17.6	9.2
CCOc1cc(C2C(C(=O)OC)=C(C)NC3=C2C(=O)CC(c2ccccc2)C3)ccc1O (stereo not given)	-0.2	1.9	9.3	3.3

Next part
SMILES	FBW7 act	GPR151 activ	MITF inh	TEAD-YAP inh
CCOC(=O)C1SC(c2ccccc2)SCC1=O (stereo not given)	0.0	-1.7	25.9	1.3
C/C(=N/NC(=O)c1ccc(O)cc1)c1cccs1	0.4	-0.1	17.7	-28.8
Cc1cc(C)c2nc3c(c(N)c2c1)CCC3 (tested in a mixture with another compound)	-0.1	0.0	0.2	16.3
CCOC(=O)c1cccc(NC2=C(Cl)C(=O)N(c3ccc(OC)cc3)C2=O)c1	0.0	1.0	8.9	12.3
O=C(c1ccccc1)c1ccc([N+](=O)[O-])cc1[N+](=O)[O-]	-1.1	0.5	-11.9	12.0
